FN deposition inh = inhibitors of fibronectin matrix deposition, primary screen, AH1F cells, Alexa488-fibronectin fluorescence, plate reader | AH1F fibroblasts, overnight | inhibition, % at 12.6 µM | 0.086% of 350,000 active | AID 743247, 2014;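 active means mean inhibition across replicates of 30% or more, regardless of how many single replicates reach that level; inconclusive means mean under 30% yet at least half of replicates reach 30%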;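 further: positive control wells lacked labelled fibronectin entirely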
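Test system: AH1F fibroblast monolayer depositing Alexa488-labelled fibronectin into matrix. Input: 10000 cells per well. Technique: fluorescence, ex 485 nm, em 525 nm. Buffer or medium: DMEM plus 2% serum, read in PBS. Timing: 1 h cell adhesion before compound, then overnight fibronectin incubation. Compound: single dose, pinned. Read-out basis: inhibition from reduced deposited-fibronectin fluorescence.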
INS-1E GSIS act = GLuc luminescence reporter in INS-1E cells, primary screen for activators of glucose-dependent secretion of insulin | INS-1E GLuc reporter insulin secretion, 2-3 h | activation, % at 16.6 µM | 0.61% of 370,000 active;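 active means lowest replicate activation of at least 40%, so every replicate reaches that level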;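 further: 0% = median of neutral control wells and 100% = median of IBMX positive control wells; some compounds called inactive have numbers as strong as hits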
DENV2 CPE = inhibitors of DENV2 cytopathic effect, primary screen, cell-based, plate reader, single concentration; CPE inhibition, % at 9.99 µM; AID 651640, 2012; 1.7% of 350,000 active; DENV2-infected cells, cytopathic effect rescue; in the data active means CPE inhibition above about 20%, passing the limit was not always enough; inconclusive means no clear call, values can overlap the other calls; tested in BHK-21 cells;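 further: 0% = median of neutral control wells and 100% = median of positive control wells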
CFTR F508del cor = F508del CFTR correction, initial screen, CFBE line, single point. CFBE cells, YFP halide quenching; stimulated with forskolin plus potentiator P3; % fluorescence drop versus neutral controls. activity (quench increase), % at 7.58 µM. 0.36% of 350,000 active. AID 720511, 2013;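 active means mean added fluorescence quench of at least 8% versus neutral control, with both replicates also reaching 8%; inconclusive means only one of the mean or replicate conditions met; inactive means mean below 8% and not both replicates reaching 8%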;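 further: cells transiently co-express mutant CFTR-F508del with the halide-sensitive YFP; corrector assay measuring rescue of mutant channel to the surface after 24 h compound exposure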
EWS-Fli inh = EWS/Fli-driven NR0B1 reporter inhibitors, primary screen, A673 cells, NR0B1 luciferase, luminescence, MLPCN library; inhibition, % at 12.6 µM; viability-normalised; AID 651661, 2012; 0.67% of 350,000 active;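 active means mean inhibition of at least 50% after viability correction, with every replicate also passing that limit; inconclusive means mean reaches 50% but only one of two replicates passes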;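 further: firefly luciferase signal divided by Alamar Blue viability fluorescence both relative to DMSO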
PAX8 reporter = inhibitors of PAX8-driven TPO luciferase reporter, primary screen, RMG-I cells, single concentration; SteadyGlo, 24 h; inhibition, % at 12.6 µM; 1.2% of 360,000 active; AID 652154, 2013;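 active means mean replicate inhibition at least 60% with every replicate also reaching 60%; inconclusive means only one of the two criteria is met; inactive means mean below 60% and not all replicates reaching 60%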;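 further: luciferase light reporting Pax8 driven TPO promoter activity; plate controls were median of neutral control wells for no effect and mitoxantrone controls for full effect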
miR122 inh = miR-122 Renilla sensor signal increase in Huh7, primary screen, miR-122 inhibitor project, cell-based, single point, plate reader | activation (reporter increase), % at 12.5 µM | Huh7 miR-122 Renilla luciferase sensor, 48 h; neutral wells = 0, positive control = 100 | 0.3% of 340,000 active;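 active means mean replicate activation score at least 90 and every replicate individually at or above 90; inconclusive means only one of the two criteria met; inactive means neither criterion met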;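 further: higher luciferase means less miR-122 activity so hits act as miR-122 inhibitors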
* = called active by the depositor; ? = inconclusive; . = no result given; & = joins results of further samples; [ ] = remark or other dose.

Values run as follows: EWS-Fli inh	INS-1E GSIS act	miR122 inh	PAX8 reporter	DENV2 CPE	CFTR F508del cor	FN deposition inh
- CC(=O)c1cccc(Nc2cc(C)nc3c(C)cc(C)cc23)c1
 : .	9	.	6	.	.	3
- CCN(C(=O)CSc1nc2ccc(C)cc2[nH]1)C1CCS(=O)(=O)C1 (configuration not stated)
 : 4	6	.	28	-2	-5.3	-4
- CNC[C@H]1Oc2ncc(C#CC3CCCCC3)cc2C(=O)N([C@@H](C)CO)C[C@H]1C
 : -15	8	0[16.7 µM]	0	-8	-1.5	-29
- COc1ccccc1C(=O)NC1CC(C)(C)NC(C)(C)C1
 : -6	-1	-6	-4	-2	-3.3	-7
- O=C(CCNS(=O)(=O)c1ccc2c(c1)CCC(=O)N2)Nc1ccc(F)c(F)c1
 : 8	1	-3	-10	-4	-3.3	-19
- COc1cccc(/C=C2\SC(=S)N(CCCC(=O)N(CCO)c3ccccc3)C2=O)c1
 : 49	-5	.	65*	14	3.1	18
- CCOc1ccc(C2c3[nH]c4ccccc4c3CCN2C(=O)Cn2cncn2)cc1 (configuration not stated)
 : 8	-31	1	32	3	.	.
- COc1ccccc1N(C(=O)c1ccncc1)c1nc(-c2ccc([N+](=O)[O-])cc2)cs1
 : -22	4	.	8	4	.	-2
- COc1ccccc1N1CCN(C2CCCN(S(=O)(=O)c3cccc(Cl)c3)C2)CC1 (configuration not stated)
 : 16	-13	-2	.	11	4.1	6
- Cc1cccc(N2CCN(C(=O)c3c(-c4ccccc4)noc3C)CC2)c1C
 : 38	-7	83	.	-8	15*	12
- O=C(CCCc1nc(-c2ccc(Cl)cc2)no1)NC1CCCC1
 : .	-66	-9	19	2	-3.2	.
- CC12CCC(C(=O)Nc3ccccc3-n3cccc3)(CC1=O)C2(C)C (configuration not stated)
 : 9	1	.	14	-2	-1.4	-8
- Cc1[nH]nc(NCCO)c1[N+](=O)[O-]
 : -3	8	-2	-23	-2	3.0	-158
- O=C(NCC(=O)N1CCN(c2ccccc2F)CC1)c1ccc(Br)o1
 : -12	25	.	9	4	-0.3	4
- O=C(Cc1ccncc1)N[C@H]1CC[C@H](CCn2cc(-c3ccccc3F)nn2)O[C@@H]1CO
 : -3	-5	-28[16.7 µM]	15	-5	0.6	-10
- CN(C)CC(=O)Nc1ccc2c(c1)[C@H]1C[C@@H](CC(=O)NCc3ccncc3)O[C@@H](CO)[C@H]1O2
 : -1	-6	-3[16.7 µM]	-7	.	2.2	-9
- Cc1ccc(NC(=O)CNc2ccccc2CN(C)C2CCCCC2)cc1
 : 9	-12	.	-12	5	3.1	0
- COc1ccccc1-c1nc(C#N)c(N2CCN(c3cccc(Cl)c3)CC2)o1
 : 3	6	6	.	-1	0.9	.
- CC1CCCC(NC(=O)CSc2n[nH]c(N)n2)C1C (configuration not stated)
 : 2	4	-2	.	?	-2.4	-1
- CO[C@@H]1CN(C)C(=O)c2ccc(NS(=O)(=O)c3ccccc3)cc2OC[C@@H](C)N(Cc2ccccn2)C[C@H]1C
 : 15	-6	.	-9	18	1.2	-4
- COC(=O)C1=C(C)N(Cc2ccccc2)C(=NCCN2CCOCC2)N[C@H]1CCc1ccccc1
 : 5	-18	5	-23	44*	2.5	9
- C[C@H](CO)N1C[C@H](C)[C@@H](CN(C)S(=O)(=O)c2ccccc2)Oc2ccc(NC(=O)Cn3cnnn3)cc2C1=O
 : -5	0&-6	9	-17	-5	-0.8	7
- Cc1onc(-c2c(F)cccc2Cl)c1C(=O)Nc1nnc(C(F)(F)F)s1
 : .	-53	.	19	-5	-7.1	0
- CN(Cc1ccccc1)C(=O)CCC1CCN(S(=O)(=O)N(C)C)CC1
 : 3	1	-8	-11	-2	0.8	-1
- CC(C)Cn1c(-c2ccncc2)n[nH]c1=S
 : -7	3	-6	11	-6	1.6	-11
- CCOC(=O)c1sc2nc(CSc3ccccc3)nc(N3CCCN(C)CC3)c2c1C
 : 27	-7	.	28	3	0.7	12
- Cn1c(=O)c2[nH]c(C(O)c3ccc(Cl)cc3)nc2n(C)c1=O (configuration not stated)
 : -9	10	.	-15	7	3.1	0
- COc1ccc(C(=O)NC(=S)Nc2ccc3oc(=O)ccc3c2)cc1[N+](=O)[O-]
 : -4	0	.	10	-4	1.2	.
- CC(C)c1ccc(CN2CCC(C)(Oc3ccc(Cl)cc3)C2)cc1 (configuration not stated)
 : -5	.	.	1	0	0.2	8
- CCC(=O)N(C)C[C@H]1Oc2cc(C#Cc3ccccn3)ccc2S(=O)(=O)N([C@H](C)CO)C[C@H]1C
 : 9	-3	-23[16.7 µM]	.	6	-0.6	-4
- CSCCC(NC(=O)c1ccccc1Br)C(=O)NNC(=O)c1cc(C)oc1C (configuration not stated)
 : 9	-19	-9	1	-1	-5.2	-10
- C=CCc1cccc2cc(C(=O)Nc3ccc(F)cc3)c(=O)oc12
 : -87	.	1	-12	?	-1.4	-6
- CCOC(=O)N(C)C[C@H]1OCc2cnnn2CCCC(=O)N([C@@H](C)CO)C[C@H]1C
 : 5&0	5&-1	-5	-2&-11	-5&12	1.9&-1.3	-4&4
- Cc1ccc(NC(=O)c2cc3ccccc3cc2O)cc1
 : -62	8	-3	-136	5	-5.3	0
- Cc1cccc(S(=O)(=O)N2CCCCN3[C@H](CO)[C@@H](c4ccc(-c5ccccc5)cc4)[C@H]3C2)c1
 : 8	.	13[16.7 µM]	22	-1	-1.5	.
- COc1ccc(N=Nc2cc(C)ccc2O)cc1
 : 1	3	.	-132	?	0.4	-4
- CCCC(=O)Nc1c(-c2cccc(C)c2)c(=O)c2ccccc2n1C
 : -3	10	-6	9	-5	4.2	1
- CCOC(CNC(=O)c1cccc([N+](=O)[O-])c1)OCC
 : 0	-2	13	8	3	0.3	1
- COc1ccccc1N1CCN(Cc2nc(N)nc(Nc3ccc(C)c(Cl)c3)n2)CC1
 : .	.	-17	8	.	.	-3
- Cc1ccc(S(=O)(=O)NC(=O)C2(C)CCN2C(=O)C2CCCCC2)nc1 (configuration not stated)
 : -15	-7	-2	9	1	-3.0	2
- O=C(c1ccc(CSCc2ccccc2F)o1)N1CCN(c2ccc(N3CCOCC3)nn2)CC1
 : 0	-3	-6	11	7	2.9	0
- CCOC(=O)CSC1=C(C#N)C(c2ccc3c(c2)OCO3)CC(=O)N1 (configuration not stated)
 : .	5	-5	5	.	.	.
- COc1ccc2c(CC(=O)N3CCc4cc(OC)c(OC)cc4C3)coc2c1
 : 9	29	-1	6	6	-3.8	4
- Cn1ccnc1SCc1nc2c(cnn2-c2ccccc2)c(=O)[nH]1
 : 2	-10	-6	140*	10	-1.5	2
- O=C(NNC(=O)c1ccccc1Br)c1ccc(Cl)cc1
 : -14	-1	0	.	15	0.9	.
- COc1cccc(S(=O)(=O)Nc2ccc3c(c2)[C@H]2C[C@H](CC(=O)NCc4ccc(Cl)cc4)O[C@H](CO)[C@H]2O3)c1
 : 24	-27	5[16.7 µM]	39	-2	0.2	.
- C[C@H](CO)N1C[C@H](C)[C@@H](CN(C)C(=O)CN(C)C)Oc2cc(C#Cc3ccc(F)cc3)ccc2S1(=O)=O
 : 5	-2	-2[16.7 µM]	.	-4	-10.0	-1
- COc1ccccc1C#Cc1cnc2c(c1)C(=O)N([C@@H](C)CO)C[C@@H](C)[C@H](CN(C)C(=O)CC1CC1)O2
 : 4	0	2[16.7 µM]	.	4	-1.5	-5
- O=S(=O)(c1ccc(Cl)s1)N1CCNCC1
 : 0	8	-6	6	17	1.2	4
- CCC(CC)c1nnc(NC(=O)Cc2c[nH]c3ccccc23)s1
 : 16	.	5	27	-12	0.1	0
- CC(C)N(C#N)c1nc(N2CCOCC2)nc(N2CCOCC2)n1
 : .	.	-9	27	.	.	-1
- COC(=O)[C@@]12CCCN1[C@H](c1ccc(-c3ccc(F)cc3)cc1)[C@H]1C(=O)N(C)C(=O)[C@H]12
 : -1	-8	.	7	12	1.0	4
- CC(C)CC(OC(=O)c1cccs1)C(=O)NCc1ccco1 (configuration not stated)
 : .	.	1	-8	.	.	-3
- C[C@@H]1CN([C@@H](C)CO)C(=O)c2cc(NC(=O)c3ccncc3)ccc2O[C@@H](C)CCCCO[C@@H]1CN(C)S(=O)(=O)c1cn(C)cn1
 : -12	11	7[16.7 µM]	-18	3	-1.2	.
- CC(=O)c1ccc(C(=O)N2CCCC(C(=O)c3ccc(Cl)cc3)C2)s1 (configuration not stated)
 : 5	-16	.	-8	15	0.5	-2
- Cc1ccc(-c2csc(C3=C(O)CN(NC(=O)c4ccco4)C3=N)n2)cc1
 : 0	8	.	-10	-1	-2.9	-10
- COc1ccc(/C=N/NC(=O)c2c([N+](=O)[O-])c(C)nn2C)cc1
 : -1	-5	.	22	-11	3.5	8
- Cc1cc2c(cc1C)N(Cc1ccccc1)C1=NCCCN12
 : 15	-11	4	1	?	-0.1	-3
- CN(C)C(=O)C[C@H]1CC[C@H](NS(=O)(=O)c2ccccc2)[C@H](CO)O1
 : 2	-1	-8[16.7 µM]	-3	10	-1.2	-5
- Cc1nc2cc(NS(=O)(=O)c3ccccc3F)ccc2s1
 : 7	-21	.	21	2	-2.3	-17

Other results follow.
Values run as follows: EWS-Fli inh	INS-1E GSIS act	miR122 inh	PAX8 reporter	DENV2 CPE	CFTR F508del cor	FN deposition inh
- COc1ccc(CC(=O)NC(=S)NNC(=O)COc2c(C)cccc2C)cc1
 : .	-9	-3	-18	.	.	2
- COCC(=O)Nc1ccc2c(c1)OC[C@@H](C)N(Cc1ccncc1)C[C@H](C)[C@@H](OC)CN(C)C2=O
 : -4	7	2[16.7 µM]	.	0	1.9	-15
- CCS(=O)(=O)N1CC2(C1)[C@H](c1ccccc1)[C@@H](CO)N2CCC(F)(F)F
 : 0	9	.	1	-4	-3.2	.
- O=C(NCc1ccccn1)c1cc(-c2ccccc2Cl)on1
 : .	.	4	-124	.	.	5
- CCC(=O)N=c1sc2c(OC)ccc(OC)c2n1C
 : 10	7	2	2	-3	-4.1	-4
- O=C(NCc1cccnc1)c1ccc(NS(=O)(=O)c2ccc(F)cc2)cc1
 : 3	-5	2	-5	6	-0.4	0
- Cc1sccc1/C=N/NC(=O)c1ccco1
 : .	-13	3	.	-5	-0.9	-1
- CCCNC(=O)c1ccc(SCC(=O)N(CC)CC)c([N+](=O)[O-])c1
 : -2	24	-10	-1	-9	1.0	-3
- O=C(CCN1CCOCC1)Nc1ccc2c(c1)N(C(=O)CN1CCOCC1)c1ccccc1CC2
 : -3	3	.	.	4	-0.5	.
- CC1Cc2nc(SCC(=O)OCc3ccccc3)n(C)c(=O)c2S1 (configuration not stated)
 : 4	-13	-2	5	5	2.2	-1
- COc1cc(OC)cc(-c2c(-c3ccc(F)cc3)c3cc(-c4ccc5c(c4)OCCO5)ccc3n2C)c1
 : 9	-1	1	17	?	2.9	0
- Cn1sccc1=O
 : 1	.	0	8	-1	0.3	4
- CNC[C@H]1Oc2c(NC(=O)c3cc(C)nn3C)cccc2C(=O)N([C@H](C)CO)C[C@@H]1C
 : 2	19	4[16.7 µM]	-2	13	1.5	.
- C[C@H]1CN([C@@H](C)CO)S(=O)(=O)c2ccc(-c3ccc(C(=O)N(C)C)cc3)cc2O[C@@H]1CN(C)C(=O)C1CCCCC1
 : 17	-9	20[16.7 µM]	.	17	-1.8	.
- CCCCc1c(-c2ccccc2OC)ncn1CCc1ccc(OC)cc1
 : 4	1	.	7	4	-2.1	-1

Source: PubChem
